High-throughput results from PubChem.
CCT chaperon mod: High-Throughput Screening for Modulators of Cytosolic Chaperonin Activity; purified chaperonin ATPase assay, HTRF ADP detection, 30 min; activity change, % (concentration not given with the values), hits read low; 360,000 tested, 0.3% active; in the data active = activity change below about -30%; note: % is set by controls: 0 for no effect and ±100 for the full control effect
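We incubate TRiC, 40 or 20 nM final, with library compounds at 76 uM and 10 uM ATP for 30 min at 37 °C. ADP formed is detected with Transcreener HTRF reagents after 30 min at room temperature.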
D3 ag: qHTS of D3 Dopamine Receptor Agonist: qHTS. D3R DiscoveRx beta-arrestin cells, luminescence, 90 min. 410,000 tested, 0.58% active. D(3) dopamine receptor (Homo sapiens), P35462. max activation, %. AID 652048, 2013; in the data active = max activation above about 30%; note: 0% is about no effect; mostly tested at two doses, the higher about 12 µM
Target sequence (P35462 whole entry, looked up): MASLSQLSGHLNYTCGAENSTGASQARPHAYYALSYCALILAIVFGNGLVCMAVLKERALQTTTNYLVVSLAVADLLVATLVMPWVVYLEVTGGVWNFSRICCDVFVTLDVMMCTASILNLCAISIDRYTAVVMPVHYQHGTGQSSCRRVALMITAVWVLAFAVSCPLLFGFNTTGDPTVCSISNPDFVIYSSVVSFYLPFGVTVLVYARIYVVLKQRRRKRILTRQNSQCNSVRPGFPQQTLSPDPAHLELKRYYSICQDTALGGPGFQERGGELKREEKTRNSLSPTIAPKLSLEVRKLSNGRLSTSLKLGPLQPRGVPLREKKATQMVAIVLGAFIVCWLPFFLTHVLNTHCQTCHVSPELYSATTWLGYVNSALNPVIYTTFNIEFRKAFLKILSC
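Agonist mode: compounds and dopamine controls were applied to plated cells for 90 min at 37 degrees C after an overnight attachment at 1500 cells/well. Luminescent read-out followed 30 - 60 minutes at room temperature with DiscoveRx detection reagent.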
PTHR1 agonist: qHTS for PTHR1 Agonists: Primary Screen | Parathyroid hormone/parathyroid hormone-related peptide receptor (Homo sapiens), Q03431 | HEK293 GP2 PTHR1 cells, GloSensor cAMP luminescence, 1 h | Potency, µM (titrated, usually from 115 µM), without a hit: top-dose activation, hits mostly activators | 410,000 tested, 0.075% active | AID 743266, 2014; note: potency is the fitted concentration of half-maximal effect; nearly all actives have a fitted effect of over 55% in size; some results filed as inactive show a strong effect at the top dose; inactives centre near -15; many of its hits are not listed in these tables
Target sequence (Q03431 whole entry, looked up): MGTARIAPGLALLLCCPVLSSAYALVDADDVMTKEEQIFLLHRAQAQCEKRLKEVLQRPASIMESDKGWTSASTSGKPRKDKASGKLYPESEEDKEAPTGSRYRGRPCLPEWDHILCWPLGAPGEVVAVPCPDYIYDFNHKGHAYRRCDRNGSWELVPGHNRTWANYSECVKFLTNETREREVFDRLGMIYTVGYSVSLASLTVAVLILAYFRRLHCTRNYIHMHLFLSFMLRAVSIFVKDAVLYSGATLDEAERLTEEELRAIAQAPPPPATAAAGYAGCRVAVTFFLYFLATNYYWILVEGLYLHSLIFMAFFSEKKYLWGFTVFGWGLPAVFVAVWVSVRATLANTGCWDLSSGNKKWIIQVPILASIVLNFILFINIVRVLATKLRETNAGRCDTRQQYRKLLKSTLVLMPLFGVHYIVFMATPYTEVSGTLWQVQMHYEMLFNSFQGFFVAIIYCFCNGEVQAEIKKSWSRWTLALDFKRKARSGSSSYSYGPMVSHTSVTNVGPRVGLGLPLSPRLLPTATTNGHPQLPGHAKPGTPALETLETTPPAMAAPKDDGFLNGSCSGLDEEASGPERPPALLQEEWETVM
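HEK-293-derived GP2 cells expressing PTHR1 and a GloSensor cAMP reporter, 3,000/well, plated overnight, given luciferin plus IBMX (each 0.5 mM as added) for 1 h at 37 °C, then compound for 1 h at 37 °C. Luminescence was read after 15 min at room temperature.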
EPAC2 agonist: qHTS for Agonist of cAMP-regulated guanine nucleotide exchange factor 4 (EPAC2): primary screen. Rap guanine nucleotide exchange factor 4 (Homo sapiens), Q8WZA2. EPAC2 activation, biochemical qHTS; response scale: 100% = 6.5 mM cAMP response. Potency, µM (top dose mostly 154 µM), without a hit: top-dose activation, usual class: activators. 360,000 tested, 0.079% active. AID 720711, 2013; note: potency is the fitted concentration of half-maximal effect; nearly all actives have a fitted effect of over 50% in size
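Setup: EPAC2 100 nM, labeled Rap1B complex 250 nM, free GDP 50 uM. Compound titrations pinned in, brief spin, 5 min room temperature incubation. Kinetic fluorescence read over 30 min, normalized to 6.5 mM cAMP.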
MmCpn inh: Inhibitors of TCP-1 ring complex (TRiC) of Methanococcus maripaludis (MmCpn): qHTS; Chaperonin Mm-Cpn (Methanococcus maripaludis); purified Mm-Cpn ATPase, ADP Transcreener TR-FRET; Potency, µM (doses to about 76.9 µM), without a hit: at the highest dose activity, negative = inhibition, most hits filed as inhibitors; 330,000 tested, 0.031% active; AID 504842, 2011; note: potency is the fitted concentration of half-maximal effect; % is set by controls: 0 for no effect and ±100 for the full control effect; nearly all actives have a fitted effect of over 80% in size
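Measured: ADP formation by purified Mm-CPN. Conditions: 25 nM protein, 10 uM ATP, Tris pH 7.4 with Mg2+, K+ and DTT, 37°C for 30 min. Detection: Transcreener HTRF after 30 min at room temperature.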
Akt phos inh: HTS Assay for Inhibitors of Akt Phophorylation: Primary Screen; Neuro2A IGF-stimulated pAkt S473 HTRF, 20 min; active compounds read low; activity change, % for hits at 50 µM; 360,000 tested, 0.32% active; in the data active = activity change below about -80%; inconclusive = mostly about -51% to -80%; note: % is set by controls: 0 for no effect and ±100 for the full control effect
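Neuro2A cells (4,500/well, DMEM with 0.5% FBS) were treated with compound at a single 50 µM final concentration, stimulated with 6 nM IGF for 20 min at 37 °C, and lysed. Phospho-Akt Ser473 was read by HTRF as 665/615 ratio ×10^4.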
EPAC2 antagonist: qHTS for Antagonist of cAMP-regulated guanine nucleotide exchange factor 2 (EPAC2): primary screen. 360,000 tested, 0.18% active. EPAC2 GEF exchange of Rap1B-BODIPY-GDP, fluorescence. Potency, µM (top dose mostly 114 µM), for inactives: top-dose activity, negative = inhibition, most hits filed as inhibitors; note: potency is the fitted concentration of half-maximal effect; % is set by controls: 0 for no effect and ±100 for the full control effect; nearly all actives have a fitted effect of over 45% in size; many of its hits are not listed in these tables
D3 antag: qHTS of D3 Dopamine Receptor Antagonist: qHTS. 360,000 tested, 2.5% active. AID 652054, 2013. max response, negative = inhibition, %. D3R cells, DiscoveRx beta-arrestin luminescence, antagonist mode; active compounds read low; in the data active = max response below about -50%; inconclusive = no clear call, values can overlap the other calls; note: % is set by controls: 0 for no effect and ±100 for the full control effect; mostly tested at two doses, the higher about 12 µM
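Cells expressing the human receptor were seeded at 1500 cells/well, incubated overnight at 37 degrees C in 5% CO2, then exposed to library compounds with dopamine controls for 90 minutes at 37 degrees C before luminescent detection.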
* hit, by the source's call; i = inactive; ? = inconclusive; · = no result given; & = joins results of further samples; [ ] = dose if it differs, or a comment. Unless noted, calls come from the whole dose curve; as a rule, active = well fitted curve in the direction sought with a large enough effect; inconclusive = small, poorly fitted or top-dose-only effect, or another doubt; inactive = no such curve, though single readings can be large; an effect the other way counts as inactive or inconclusive. The list is partial, so the mix of outcomes need not match the whole.

SMILES	CCT chaperon mod	D3 ag	PTHR1 agonist	EPAC2 agonist	MmCpn inh	Akt phos inh	EPAC2 antagonist	D3 antag
CCCSc1nnc(CSc2ncccn2)n1C	-5.3	6	i	2%	2%	i	8%	-2
COc1n[nH]c(C(=O)Nc2cc(F)ccc2C)c1[N+](=O)[O-]	-0.7	-7	i	10%	0%	i	0%	3
CN(C(=O)CNC(=O)c1ccc(Br)o1)C1CCCCC1	-2.8	6	i	-5%	-8%	i	1%	5
O=S(=O)(c1ccc(Cl)nc1)N1CCN(c2ncccn2)CC1	-3.9	4	-25%	9%	2%	i	-7%	0
CC1(C(=O)NCc2ccncc2)Cc2c(-c3cccc(C(F)(F)F)c3)ccnc2O1 (centres undefined)	1.3	5	-23%	-1%	·	i	-7%	2
O=S(=O)(Nc1cccc2cccnc12)c1ccc(S(=O)(=O)N2CCCC2)cc1	-4.7	-42	-55%[inhibitor][57.5 µM]	12%	-1%	i	-3%	-72*
O=C(CN1CCC(C(=O)c2ccc(Cl)cc2)CC1)NC1CCCC1	-1.9	-12	-29%	13%	2%	i	6%	-30
Nc1nonc1-n1nnc(C(=O)N/N=C/c2ccc(Br)cc2)c1CN1CCOCC1	0.9	-1	-13%	11%	0%	i	-14%	-19
O=C(N/C(=C/c1ccco1)C(=O)N1CCc2ccccc21)c1ccco1	-0.8	-14	-7%	2%	0%	i	-3%	-1
CCOC(=O)c1sc(C)c2c(=O)n(CC(=O)c3ccc(Br)cc3)nnc12	1.3	-8	i	-11%	0%	i	-3%	-22
O=C(NCc1ccco1)c1ccccc1Nc1ccc(F)cc1	-0.7	-6	i	27%	1%	i	4%	-29
O=C(CSc1ccc(-c2cccnc2)nn1)Nc1ccc(F)c(F)c1	-1.7	0	-39%[inhibitor]	-2%	-2%	i	0%	18
CC1CCCN(S(=O)(=O)c2cc(C(=O)NCc3ccco3)ccc2Cl)C1 (centres undefined)	-0.2	-2	-40%[inhibitor]	3%	-2%	i	-16%	3
COc1cccc(Sc2nc(-c3ccccc3)ncc2S(C)(=O)=O)c1	-0.8	0	-13%	11%	-13%	i	-5%	-11
O=C(c1ccoc1)N1CCC2(CC1)Oc1ccc(F)cc1C(=O)C21CC(c2cccnc2)=NO1 (centres undefined)	2.0	-8	i	7%	2%	i	-19%	23
COc1ccc(/C(N)=N/OC(=O)CC2CCCCC2)cc1OC	-3.5	7	i	13%	1%	i	-2%	14
CCCCCCC(=O)Nc1nnc(CC)s1	-3.7	16	i	3%	-1%	-123%*	12%	1
CCn1c(-c2nn(-c3ccc(C)cc3)ccc2=O)n[nH]c1=S	-1.4	-2	-12%	11%	-6%	i	7%	-15
CS(=O)(=O)Nc1ccccc1C(=O)Nc1ccc2c(c1)OCCO2	0.0	2	i	-1%	0%	i	0%	?
COc1cccc2sc(NNC(=O)C3=COCCO3)nc12	-0.2	0	-22%	7%	0%	i	6%	-11

Among those listed so far, 3 have a Cl atom:
SMILES	CCT chaperon mod	D3 ag	PTHR1 agonist	EPAC2 agonist	MmCpn inh	Akt phos inh	EPAC2 antagonist	D3 antag
O=S(=O)(c1ccc(Cl)nc1)N1CCN(c2ncccn2)CC1	-3.9	4	-25%	9%	2%	i	-7%	0
O=C(CN1CCC(C(=O)c2ccc(Cl)cc2)CC1)NC1CCCC1	-1.9	-12	-29%	13%	2%	i	6%	-30
CC1CCCN(S(=O)(=O)c2cc(C(=O)NCc3ccco3)ccc2Cl)C1 (centres undefined)	-0.2	-2	-40%[inhibitor]	3%	-2%	i	-16%	3

Whole records, looked up by structure. Screens in order: CCT chaperon mod, D3 ag, PTHR1 agonist, EPAC2 agonist, MmCpn inh, Akt phos inh, EPAC2 antagonist, D3 antag
CCCSc1nnc(CSc2ncccn2)n1C is entered as -5.3, 6, i, 2%, 2%, i, 8%, -2
O=C(CN1CCC(C(=O)c2ccc(Cl)cc2)CC1)NC1CCCC1 is entered as -1.9, -12, -29%, 13%, 2%, i, 6%, -30

Continuation.
SMILES	CCT chaperon mod	D3 ag	PTHR1 agonist	EPAC2 agonist	MmCpn inh	Akt phos inh	EPAC2 antagonist	D3 antag
COc1ccc(C(=O)OCC(=O)c2ccccc2)cc1S(=O)(=O)N1CCOCC1	-4.1	-2	-16%[57.5 µM]	8%	1%	i	-2%[57.1 µM]	23
COc1ccc(S(=O)(=O)N(C(=O)C(C)C)c2ccc3oc(=O)sc3c2)cc1	3.3	5	i	14%	3%	i	11%	?
CCc1ccc(-c2cc(C)no2)cc1S(=O)(=O)NCc1ccco1	-1.3	-1&4	-1%	4%	-1%	i	-13%	-6
CCCCN(CC(=O)Nc1cccc(S(=O)(=O)N2CCCC2)c1)Cc1nc2ccccc2c(=O)[nH]1	0.8	3	-6%	2%	?	i	-6%	-7
COc1ccc(C2=NN(c3nc(C)cc(C)n3)C(=O)C2)cc1	-3.0	9	i	-6%	2%	i	-3%	10
Cc1cc2nc(SCCOC(=O)Nc3ccccc3)nc(C)c2cc1C	-1.2	3	-22%	8%	-12%	i	-3%	2
COc1ccccc1N1CC=C(c2cccc([N+](=O)[O-])c2)NC1=O	-2.7	6	i	5%	-4%	i	5%	18
CCOc1ccccc1NC(=O)N1CCCc2ccccc21	-0.7	9	i	10%	-7%	i	-26%	1
Cn1cc(-c2cccc3nncn23)cn1	-1.6	1	i	1%	·	i	24%	19
O=S(=O)(NC(CO)Cc1ccccc1)c1cc(Cl)ccc1F (centres undefined)	-0.8	6	i	4%	·	i	-10%	37
CS(=O)c1ccccc1-c1nc(-c2cc(C(F)(F)F)cc(C(F)(F)F)c2)no1 (centres undefined)	1.2	9	-7%	-16%	3%	i	-22%	4
Cc1cc(C)nc(NS(=O)(=O)c2ccc(N3Cc4ccccc4C3=O)cc2)n1	-1.8	-5	-13%	9%	0%	i	-1%	9
COc1ccc(N2C(=O)CC(C#N)=C2N)cc1	-0.6	2	i	28%	-7%	i	6%	-4
S=C(NCc1ccccc1)N1CCN(c2ccccc2)CC1	1.1	0	-17%	0%	0%	i	-1%	-3
CCOc1ccc(S(=O)(=O)NCC2CCCO2)cc1NC(=O)c1ccccc1F (centres undefined)	0.6	0	i	-5%	1%	i	0%	2
Cc1ccc(NC(=O)CN2C(=O)NC(Cc3c[nH]c4ccccc34)C2=O)cc1 (centres undefined)	-0.6	-1	-20%	15%	2%	i	-1%	-15
CCc1ccccc1NC(=O)N[C@@H](C)C(=O)O	-3.0	-9	-22%	1%	0%	i	3%	13
COc1ccc(OC)c2[nH]c(=O)c(CCNC(=O)CC(C)C)cc12	0.9	-4	i	0%	3%	i	5%	10
O=C(Nc1ccc(Cl)c(S(=O)(=O)N2CCOCC2)c1)c1ccc2c(c1)OCO2	0.9	1	-47%[inhibitor]	0%	-1%	i	11%	29
CCc1nnc(NC(=O)c2c(C)nn(-c3ccccc3)c2Cl)s1	1.4	-6	i	-7%	0%	i	19%	16
CN(CC(=O)Nc1ccc(F)cc1)C(=O)c1cn(-c2ccccc2)nc1-c1cccs1	0.7	2	-28%	11%	-3%	i	-11%	-7
Cc1ccc(C(=O)NC(=S)Nc2ccc3c(c2)OCCO3)c(C)c1	-11	9	-10%[57.5 µM]	10%[15.6 µM]	1%	·	-4%	34
COc1cccc(-c2nc(CS(=O)(=O)CC(=O)NCCc3ccccc3)c(C)o2)c1	0.7	2	-4%	-1%	-1%	i	3%	4
Cc1ccc(OC(=O)C(F)(F)F)c2c1NCCC2	1.0	0	i	9%	0%	·	-5%	1
O=C(COC(=O)CNC(=O)C1CCCCC1)Nc1ccc(Cl)cn1	-0.1	-1	-26%[57.5 µM]	3%	1%	i	-6%[57.1 µM]	-12
COc1ccc(OC)c(C(=O)COC(=O)c2ccc(C)o2)c1	-6.6	1	i	6%	0%	i	-5%	20
Cc1ccccc1OCC(=O)NC(Cc1c[nH]c2ccccc12)C(=O)O (centres undefined)	-1.3	-2	i	19%	4%	i	0%	2
CCOC(=O)N1CCN(c2c(-c3ccc(C)c(C)c3)c(=O)c2=O)CC1	-1.6	0	-10%[57.5 µM]	-1%	0%	i	8%	55
COc1ccccc1N(C)S(=O)(=O)c1ccc(Cl)c(C(=O)NNC(=O)c2ccccc2O)c1	0.7	18	-3%	10%	1%	i	-20%	12
COC(=O)C(NC(=O)c1c(C)nn(C)c1Cl)c1ccccc1 (centres undefined)	-0.9	2	3%	-7%	-1%	i	2%	9
O=C(O)Cc1c(-c2ccccc2)c2cc(Br)ccc2[nH]c1=O	-0.5	5	i	-1%	-1%	i	10%	2
COc1ccc(C2SCC(=O)N2CCCN(C)C)cc1 (centres undefined)	-0.3	-3	i	4%	-1%	i	-1%	0
Cc1cc(SCC(N)=O)nc(SCC(=O)c2ccccc2)n1	3.1	0	-3%[57.5 µM]	5%	3%	i	24%	-12
O=C(CN1CCCCC1)N/N=C/c1cccc(Cl)c1	-1.8	-11	-5%	2%	0%	i	2%	-16
CN(C)c1ccc(CN2CCC(C(=O)NC(c3ccc(Cl)cc3)c3cnccn3)CC2)cc1 (centres undefined)	-1.7	-18	i	9%	·	i	10%	-29
O=C(C1CCN(c2nnc(-n3cccc3)s2)CC1)N1CCc2ccccc2C1	-1.8	-7	-55%[inhibitor]	25%	0%	i	1%	-15
Cn1cc(S(=O)(=O)Nc2ccc(Oc3ccccc3)cc2)c(=O)n(C)c1=O	-0.9	2	-25%	9%	0%	i	-1%	-4
COC(=O)c1c(F)c(F)c(N2CCOCC2)c(F)c1F	1.3	0	?	11%	0%	i	7%	22
COCCNC(=O)C(OC(=O)c1nsc(Cl)c1Cl)C(C)C (centres undefined)	1.5	18	-1%	5%	2%	i	5%	9
O=c1[nH]cc(S(=O)(=O)NCc2ccccc2)c(=O)[nH]1	-0.9	-2	-15%	1%	2%	i	8%	1
O=S(=O)(Nc1ccc(S(=O)(=O)N2CCCC2)cc1)c1ccccc1Br	0.1	2	-11%	-5%	1%	i	5%	-8
CNS(=O)(=O)c1ccc(C)cc1	-4.7	-5	-7%	-9%	0%	i	3%	-2
O=C(COC(=O)C1CC1)NCc1ccccc1	1.5	0	i	7%	-2%	i	0%	1
